Screening data from PubChem BioAssay.
PglD inh – inhibitors of Campylobacter jejuni PglD acetyltransferase. actives 0.098% (n = 360,000). purified PglD enzyme, DTNB colorimetric CoA detection. AID 602405. inhibition, % at 12.5 µM; in the data active means inhibition above about 16%, passing the limit was not always enough; inconclusive means no clear call, values can overlap the other calls; further: strong numbers were not always called active
S100A4 inh HTS – inhibitors of human S100A4 binding to myosin IIA peptide | P26447 | S100A4/TAMRA-MyoIIA peptide fluorescence polarization | inhibition, % at 10.7 µM | actives 0.14% (n = 360,000);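 active means mean inhibition of at least 70% across replicates, with every replicate also reaching that level; inconclusive means mean inhibition reaches 70% but some replicates fall short; inactive means mean inhibition below 70%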
Target sequence (P26447 whole entry, looked up): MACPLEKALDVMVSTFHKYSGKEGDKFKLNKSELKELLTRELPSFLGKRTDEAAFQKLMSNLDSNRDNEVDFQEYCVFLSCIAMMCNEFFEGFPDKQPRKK
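Assay system: human S100A4 monomer with TAMRA-labelled myosin IIA peptide / Buffer or medium: Calcium-containing HEPES buffer, pH 7.2 / Reagent: TAMRA-labelled myosin IIA heavy-chain peptide probe, 5 nM / Compound: one dose per compound / Timing: polarization read 5 min after assay mix addition, stable 5–60 min / Benchmarks: neutral control DMSO, positive control TFP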
C2C12 statin – suppressors of simvastatin-induced myotoxicity in C2C12 myotubes | ATP luminescence, 48 h; scaled: DMSO 0, geranylgeraniol control 100 | rescue of ATP level, % at 7.49 µM | actives 0.78% (n = 330,000) | AID 602340;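 active means mean ATP rescue above about 67%, or every replicate alone reaching that limit, limit read from the data, passing the limit was not always enough; inconclusive means no clear call, values can overlap the other calls; inactive means mean under the limit and some replicate under it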;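 further: myotubes were challenged with 10 µM simvastatin during compound exposure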
ERp5 inh – inhibitors of human ERp5; AID 651711; inhibition, % at 9.99 µM; Q15084; actives 0.05% (n = 350,000); ERp5 insulin aggregation, absorbance 650 nm, 90 min;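 active means mean replicate inhibition above about 25%, with every replicate also reaching it, limit read from the data, passing the limit was not always enough; inconclusive means only one of those two criteria met; inactive means neither criterion met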
SIRT5 inh – inhibitors of human sirtuin-5 desuccinylase; Q9NXA8; Purified SirT5, succinyl-peptide AMC, trypsin-coupled fluorescence; inhibition, % at 15 µM; actives 1.1% (n = 330,000); AID 652115; in the data active means inhibition above about 15%; inconclusive means no clear call, values can overlap the other calls
Target sequence (Q9NXA8 whole entry, looked up): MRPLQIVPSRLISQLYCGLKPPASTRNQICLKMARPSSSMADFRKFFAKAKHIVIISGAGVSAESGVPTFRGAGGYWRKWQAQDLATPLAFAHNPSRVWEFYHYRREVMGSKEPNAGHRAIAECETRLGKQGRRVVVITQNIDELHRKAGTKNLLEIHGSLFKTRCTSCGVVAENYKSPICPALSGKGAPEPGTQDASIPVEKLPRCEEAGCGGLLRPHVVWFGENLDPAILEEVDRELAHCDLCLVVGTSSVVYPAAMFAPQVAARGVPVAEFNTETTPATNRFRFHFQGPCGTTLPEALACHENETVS
E-selectin induc – induces E-selectin expression in human endothelial cells. P16581. HUVEC E-selectin immunofluorescence imaging; normalized: neutral wells 0, TNF-alpha wells 100. activation, % at 7.58 µM. actives 0.37% (n = 260,000);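 active means mean E-selectin-positive cell signal at least 10% of the positive control, reached in at least 60% of replicates, without over 20% cell loss; inconclusive means no rule given, readout overlaps actives, possibly toxicity-flagged; inactive means the rest, including those meeting only one limit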;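 further: in these data hits start at about 27%; measured in HUVEC primary endothelial cells; signal is the percent of cells scored E-selectin positive by PE staining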
Target sequence (P16581 whole entry, looked up): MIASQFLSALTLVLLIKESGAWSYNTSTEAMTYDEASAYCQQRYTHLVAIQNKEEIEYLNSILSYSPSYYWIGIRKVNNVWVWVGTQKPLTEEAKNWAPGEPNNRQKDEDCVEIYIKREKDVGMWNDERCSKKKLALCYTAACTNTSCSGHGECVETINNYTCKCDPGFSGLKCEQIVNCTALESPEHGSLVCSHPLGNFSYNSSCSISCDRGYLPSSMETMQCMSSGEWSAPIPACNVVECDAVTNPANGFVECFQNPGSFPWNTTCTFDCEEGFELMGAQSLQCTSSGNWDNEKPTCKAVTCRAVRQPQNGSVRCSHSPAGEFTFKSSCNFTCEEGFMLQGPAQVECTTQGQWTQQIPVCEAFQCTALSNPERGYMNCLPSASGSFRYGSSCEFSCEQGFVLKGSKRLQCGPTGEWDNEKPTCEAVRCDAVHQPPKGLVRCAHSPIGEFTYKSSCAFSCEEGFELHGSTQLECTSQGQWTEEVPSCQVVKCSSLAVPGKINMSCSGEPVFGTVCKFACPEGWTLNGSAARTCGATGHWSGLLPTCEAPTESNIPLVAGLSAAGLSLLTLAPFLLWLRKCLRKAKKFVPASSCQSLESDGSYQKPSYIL
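Assay system: HUVEC, human umbilical vein endothelial cells / Amount: 3,000 HUVEC/well / Controls: TNF-alpha positive control, DMSO neutral control / Compound dosing: single concentration / Medium: EGM-2 over gelatin coat / Evaluation: percent E-selectin-positive cells / Signal: immunofluorescence imaging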
DENV2 CPE rescue – inhibitors of DENV2 cytopathic effect; DENV2-infected cells, cytopathic effect rescue, plate reader; AID 651640; CPE inhibition, % at 9.99 µM; actives 1.7% (n = 350,000); in the data active means CPE inhibition above about 20%, passing the limit was not always enough; inconclusive means no clear call, values can overlap the other calls; tested in BHK-21 cells;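 further: 0% = median of neutral control wells and 100% = median of positive control wells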
Active calls of the source: *; u = inconclusive; x = no result given.

cpd	molecule	PglD inh	S100A4 inh HTS	C2C12 statin	ERp5 inh
1	CCCC#Cc1cnc2c(c1)C(=O)N([C@H](C)CO)C[C@H](C)[C@@H](CN(C)C(=O)Nc1cccc(F)c1)O2	-1	10	-3	-4
2	CCOC(=O)CNC(=O)CSc1nc2c(C)cccc2cc1CC	x	-6	x	5
3	COc1ccc(CN2[C@@H]3CNc4ccccc4[C@@H]3[C@@H]2CO)cc1	-2	3	9	3
4	CCCCNC(=O)Cn1cnc2sc(C)c(S(=O)(=O)N3CCN(c4ccccc4OC)CC3)c2c1=O	-5	-1	-10	-5
5	COc1ccc(NC(=O)c2cc(C3CCCCN3C(=O)c3ccc(NC(C)=O)cc3)on2)c(C)c1 (centres undefined)	3	-3	-17	6
6	Cc1cccc(OCC(=O)NCC(c2ccco2)N2CCCC2)c1 (centres undefined)	-2	-3	0	20
7	Cc1ccc(C(=O)CCC2CCCCC2=O)cc1 (centres undefined)	-5	-2	2	-2
8	CCN(c1ccccc1)S(=O)(=O)c1ccc(C(=O)Nc2ccccn2)cc1	-3	-1	-12	2
9	O=C(C(=O)N1CCN(c2ccccc2)CC1)c1cccc(Br)c1	x	1	x	-4
10	Cc1ccc(S(=O)(=O)Nc2ccc3c(c2)CC(=O)N([C@@H](C)CO)C[C@H](C)[C@H](CN(C)C(=O)NC2CCCCC2)O3)cc1	0	-6	11	5
11	CCOc1ccc(C(=O)NCCN2CCCC2)cc1	x	-2	0	-4
12	O=C(CCNS(=O)(=O)c1ccccc1)NNC(=O)c1cccc(Cl)c1	-4	-1	7	-1

cpd	SIRT5 inh	E-selectin induc	DENV2 CPE rescue
1	1	0.2	-5
2	0	x	-2
3	-2	0.1	6
4	0	-0.1	u
5	x	-0.1	-1
6	-2	x	-7
7	-2	x	x
8	-20	0.5	2
9	-1	0.0	-8
10	3	0.1	8
11	-6	x	-5
12	-3	x	10

Laid out differently: entries from further up
9	O=C(C(=O)N1CCN(c2ccccc2)CC1)c1cccc(Br)c1
- PglD inh = x
- S100A4 inh HTS = 1
- C2C12 statin = x
- ERp5 inh = -4
- SIRT5 inh = -1
- E-selectin induc = 0.0
- DENV2 CPE rescue = -8

10	Cc1ccc(S(=O)(=O)Nc2ccc3c(c2)CC(=O)N([C@@H](C)CO)C[C@H](C)[C@H](CN(C)C(=O)NC2CCCCC2)O3)cc1
- PglD inh = 0
- S100A4 inh HTS = -6
- C2C12 statin = 11
- ERp5 inh = 5
- SIRT5 inh = 3
- E-selectin induc = 0.1
- DENV2 CPE rescue = 8

11	CCOc1ccc(C(=O)NCCN2CCCC2)cc1
- PglD inh = x
- S100A4 inh HTS = -2
- C2C12 statin = 0
- ERp5 inh = -4
- SIRT5 inh = -6
- E-selectin induc = x
- DENV2 CPE rescue = -5

Additional compounds follow:
cpd	molecule	PglD inh	S100A4 inh HTS	C2C12 statin	ERp5 inh
13	c1cncc(CSc2nnc3ccc(-c4ccco4)nn23)c1	3	-3	x	7
14	C[C@@H]1CN([C@H](C)CO)C(=O)c2cc(NC(=O)CCCCCC(=O)Nc3ccccc3N)ccc2O[C@@H]1CN(C)Cc1ccncc1	0	-4	x	-9
15	O=C(NCCSCc1ccc(Cl)cc1)c1cccs1	x	-8	x	3
16	CN(C)c1ccc(C=Cc2nccc3ccccc23)cc1	-2	88*	3	-4
17	COc1cc(C(=O)OCC(=O)Nc2ccc(S(=O)(=O)NC3=NCCCCC3)cc2)cc(OC)c1OC	4	-9	-4	-3
18	Cc1cnc(C(=O)OCC(=O)N2CCc3ccccc32)cn1	x	1	-2	-1
19	Fc1cccc(-c2cc3nc4c(c(NCc5ccco5)n3n2)CCCC4)c1	0	-9	-61	0
20	CC(OC(=O)c1cnccn1)C(=O)Nc1nc(-c2cccc([N+](=O)[O-])c2)cs1 (centres undefined)	-1	1	0	-3
21	CCOC1=C2CN(S(=O)(=O)c3ccc(C)cc3)[C@H](c3ccccc3)C[C@@H]2N(S(=O)(=O)c2ccc(C)cc2)[C@H](c2ccccc2)C1	-4	0	-16	-3
22	O=C(C[C@@H]1C[C@H]2c3cc(NC(=O)C4CCOCC4)ccc3O[C@H]2[C@H](CO)O1)NCc1cccnc1	0	-1	-2	3
23	CC1=C2[C@@H](c3ccccc3)OB(O)C[C@@H]2[C@@H]2C(=O)N(Cc3ccccc3)C(=O)[C@@H]2C1	x	-3	x	2
24	CN(C)S(=O)(=O)c1ccc(C(=O)OC2CCOC2=O)cc1 (centres undefined)	-7	-5	-1	-1

cpd	SIRT5 inh	E-selectin induc	DENV2 CPE rescue
13	-2	0.1	-2
14	x	x	-1
15	-1	x	-6
16	-1	0.5	6
17	7	x	0
18	-2	1.3	6
19	-1	x	x
20	2	0.1	5
21	-1	-0.2	-8
22	0	-0.1	1
23	-3	x	-7
24	-2	x	u

(continued)
cpd	molecule	PglD inh	S100A4 inh HTS	C2C12 statin	ERp5 inh
25	CCC(=O)Nc1ccc(N2CCOCC2)c(S(=O)(=O)Nc2ccc(Cl)cc2)c1	1	3	8	-4
26	C[C@@H]1CCCCO[C@@H](CN(C)C(=O)Nc2ccc3c(c2)OCO3)[C@H](C)CN([C@@H](C)CO)C(=O)c2cc(NS(=O)(=O)c3ccccc3)ccc2O1	2	1	x	1
27	O=C(NC(CSSCC(NC(=O)c1ccccc1)C(=O)O)C(=O)O)c1ccccc1 (centres undefined)	-2	-1	7	2
28	Clc1ccc(-c2csc(N/N=C/c3ccc4c(c3)OCO4)n2)cc1	x	14	x	7
29	C=CCOc1nc2sc(C)c(C)c2c(=O)n1-c1ccccc1	6	-4	3	2
30	C=CCNC(=O)c1cc(Cl)ccn1	x	-5	x	-62
31	COc1cc(OC)cc(C(=O)NNC(=O)C2CSC3(C)CCC(=O)N23)c1 (centres undefined)	-5	0	-2	-3
32	CCS(=O)(=O)N1CCc2nc(-c3ccccc3)sc2C1	-2	6	-3	3
33	Cc1cc(C)n2c(SC(C)C(=O)NC3(C#N)CCCCC3)nnc2n1 (centres undefined)	2	-1	7	7
34	COc1ccc(-c2c(C)n([O-])c3c([n+]2=O)CCCCC3)cc1OC	x	-3	-3	5
35	COc1ccc(CNC(=O)Nc2ccc3c(c2)c(=O)n(C)n3Cc2cc(C)cc(C)c2)cc1	-5	-1	5	0
36	CCOC(=O)C1(CCc2ccccc2)CCN(C(=O)Cc2nonc2C)CC1	x	-23	x	2

cpd	SIRT5 inh	E-selectin induc	DENV2 CPE rescue
25	-4	-0.7	0
26	0	0.1	-6
27	9	x	10
28	-5	x	-3
29	0	x	3
30	x	x	-3
31	1	-1.7	1
32	-14	x	11
33	-1	x	3
34	-2	x	0
35	x	0.1	32*
36	-6	x	x

(listing goes on)
cpd	molecule	PglD inh	S100A4 inh HTS	C2C12 statin	ERp5 inh
37	Cc1nn(C)cc1NC(=O)C[C@@H]1CC[C@H]2[C@H](COc3ccc(NC(=O)NC(C)C)cc3C(=O)N2C)O1	0	0	-6	-4
38	O=C(Nc1ccc(OCCO)cc1)c1csc([C@@H]2O[C@H](CO)[C@H](O)[C@H](O)[C@H]2O)n1	-1	-3	-1	3
39	CC(C)n1cc2c(N)ncnc2n1	2	-2	-1	2
40	CCN(c1cc(C)cc(C)c1)S(=O)(=O)c1nnc(NC(=O)C(C)C)s1	2	-7	-6	1
41	O=S(=O)(N[C@H]1CC[C@H](CCn2cc(-c3cccc(F)c3)nn2)O[C@H]1CO)c1ccc(Cl)cc1	4	0	0	-5
42	COC(=O)[C@H](CC(C)C)NC(=O)N1CCCCC1	0	5	-5	-3
43	O=C(CCCn1c(=O)c2sccc2n(Cc2cc(=O)n3ccccc3n2)c1=O)NCc1ccco1	-8	-1	-7	-9
44	CC(=O)Nc1ccc(NC(=O)C/C(C)=N/NC(=O)c2cccc3ccccc23)cc1	2	4	4	0
45	O=C(COc1ccc([N+](=O)[O-])cc1)N(Cc1cccs1)C1CCS(=O)(=O)C1 (centres undefined)	-3	-2	-3	3
46	C[C@@H]1CCCCO[C@H](CN(C)C(=O)C2CCCCC2)[C@H](C)CN([C@@H](C)CO)C(=O)c2cc(NC(=O)Nc3ccc4c(c3)OCO4)ccc2O1	-3	-6	x	-2
47	Cn1cc([N+](=O)[O-])c(C(=O)Nc2sc3c(c2C#N)CCC3)n1	-2	3	32	-2
48	CC(=O)c1c(C)[nH]c(C(=O)COC(=O)CCCOc2ccccc2)c1C	x	-13	x	1

cpd	SIRT5 inh	E-selectin induc	DENV2 CPE rescue
37	-4	-0.1	2
38	x	-0.1	-7
39	-6	-0.2	9
40	-1	x	u
41	0	-1.4	6
42	3	x	-2
43	x	x	-1
44	2	x	6
45	-3	x	-2
46	10	1.3	2
47	0	x	2
48	x	-1.7	-13

Next compounds:
cpd	molecule	PglD inh	S100A4 inh HTS	C2C12 statin	ERp5 inh
49	CO[C@@H]1CN(C)C(=O)c2cc(NC(=O)C3CC3)ccc2OC[C@H](C)N(C(=O)NC(C)C)C[C@@H]1C	2	5	11	4
50	O=C(CN1CCN(Cc2cccc(Cl)c2)C1=O)NCc1ccccn1	-3	5	3	-2
51	CCCNC(=O)COc1ccc2c(=O)c(Oc3ccccc3F)coc2c1	x	-1	x	-6
52	CCCn1c(=O)c2c(C(F)(F)F)cc(-c3cccs3)nc2n(CCC)c1=O	8	6	x	2
53	COCC#Cc1cnc2c(c1)C(=O)N([C@@H](C)CO)C[C@H](C)[C@H](CN(C)C(=O)Nc1ccc(OC)cc1)O2	-4	-6	7	u
54	CC(=O)Nc1ccc(S(=O)(=O)NCCc2ccc3c(c2)OCCO3)cc1	0	-5	2	0
55	COc1ccc(OCC(=O)N/N=C(\CCC(=O)O)c2cccs2)cc1	-4	5	3	0
56	CC(/C=C1\N=C(SCc2ccccc2Cl)SC1=O)=C\c1ccccc1	4	x	4	x
57	COc1ccc(CCNC(=O)C2CCN(C(=O)N(C)C)CC2)cc1OC	3	-3	10	6
58	COc1ccccc1S(=O)(=O)N[C@H]1C=C[C@@H](CC(=O)NCc2cc(F)cc(F)c2)O[C@@H]1CO	2	-4	1	4
59	CCOC(=O)C(C)n1cnc2scc(-c3ccc(C)cc3)c2c1=O (centres undefined)	7	0	11	3
60	Cn1c(=O)n(C)c2cc(S(=O)(=O)N3CCCCC3)ccc21	x	-4	-2	-3

cpd	SIRT5 inh	E-selectin induc	DENV2 CPE rescue
49	-4	-0.1	-1
50	-1	-0.1	18
51	-10	1.1	3
52	-1	11	u
53	6	-0.2	-17
54	x	-0.1	0
55	x	-1.7	x
56	x	-0.4	x
57	-5	x	0
58	-7	0.2	6
59	1	x	-6
60	0	0.0	-3

Carrying on.
cpd	molecule	PglD inh	S100A4 inh HTS	C2C12 statin	ERp5 inh
61	O=C(C[C@H]1C[C@@H]2c3cc(NC(=O)Nc4ccccc4F)ccc3O[C@@H]2[C@@H](CO)O1)NCC(F)(F)F	-3	2	1	-3
62	C[C@H]1CCCCO[C@H](CN(C)S(=O)(=O)c2ccccc2)[C@@H](C)CN([C@@H](C)CO)C(=O)c2cc(NS(C)(=O)=O)ccc2O1	-5	-1	-14	0
63	COc1ccc(C=C2C(=O)c3ccccc3C2=O)cc1O	-4	3	4	-6
64	COC(=O)CSc1nnc(CNC(=O)c2ccccc2F)n1-c1ccc(F)cc1	x	23	x	-1
65	CCSc1nnc(NC(=O)Cc2cc(OC)c(OC)c(OC)c2)s1	x	-3	x	5
66	CCCC#Cc1ccc([C@H]2[C@@H](CO)N(C(C)=O)[C@@H]2CNC(=O)C2CCCC2)cc1	x	-9	x	3

cpd	SIRT5 inh	E-selectin induc	DENV2 CPE rescue
61	-1	0.6	0
62	1	0.1	x
63	2	x	2
64	x	2.0	5
65	-1	0.0	0
66	1	0.2	-1

The list is partial (hit frequency here may not be typical).
